aDG glyco act – alpha-DG glycosylation activation | Pro5-aDG cells, alpha-DG glycosylation AlphaScreen (IIH6); 0% Pro5, 100% B10-LARGE cell signal | activation, % at 10 µM | actives 0.22% (n = 360,000);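 active = activation of at least 8% versus controls, or a plate z-score of at least 8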;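 also: Pro5 are CHO cells carrying HIG-tagged alpha-DG that lacks glycosylation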
Granule exo inh – blocks lytic granule exocytosis | actives 0.66% (n = 360,000) | TALL-104 LAMP-1 surface exposure, flow cytometry; cells stimulated with thapsigargin and PMA | inhibition, % at 10 µM | AID 651702;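 active = inhibition above about 55%, limit read from the data; inconclusive = no clear call, values can overlap the other calls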
ABHD5 PLIN5 PPI – ABHD5-PLIN5 protein interaction inhibition; Q00G26+Q8WTS1; Split G. princeps luciferase complementation, luminescence, 4 h; inhibition, % at 4 µM; actives 0.78% (n = 360,000); AID 602281;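 active = inhibition above the mean inhibition across every tested compound plus 3 SD, cut at about 22% in these data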;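 also: 0% = DMSO only wells and the 100% control is not disclosed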
NOD2-RIPK2 inh – NOD2-RIPK2 protein interaction inhibition; O43353; CHO BLA complementation NOD2-RIPK2, CCF4 ratio; inhibition, % at 4.98 µM; actives 0.38% (n = 360,000); AID 624267; in the data active = inhibition above about 21%;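 also: 0% = vehicle only and 100% = reference blocker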
Target sequence (O43353 whole entry, looked up): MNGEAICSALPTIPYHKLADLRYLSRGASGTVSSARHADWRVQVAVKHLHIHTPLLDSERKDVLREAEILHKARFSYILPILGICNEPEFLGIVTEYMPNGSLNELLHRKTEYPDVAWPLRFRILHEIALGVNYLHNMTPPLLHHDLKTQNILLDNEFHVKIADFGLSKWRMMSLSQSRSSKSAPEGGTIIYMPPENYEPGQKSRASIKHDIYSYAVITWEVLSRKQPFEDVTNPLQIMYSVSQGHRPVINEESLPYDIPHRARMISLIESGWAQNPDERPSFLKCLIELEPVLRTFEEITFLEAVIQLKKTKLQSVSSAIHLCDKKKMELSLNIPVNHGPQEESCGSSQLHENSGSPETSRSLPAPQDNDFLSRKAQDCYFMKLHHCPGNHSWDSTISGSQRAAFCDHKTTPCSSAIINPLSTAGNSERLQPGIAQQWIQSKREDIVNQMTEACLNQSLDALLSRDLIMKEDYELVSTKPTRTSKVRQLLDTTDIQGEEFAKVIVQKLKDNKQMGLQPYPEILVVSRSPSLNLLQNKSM
Vif inh – inhibitors of HIV Vif; HEK293T cells, Vif self-association by quenched fluorescence, imaging, 24 h; inhibition, % at 7.49 µM; actives 0.35% (n = 340,000); in the data active = inhibition above about 50%, passing the limit was not always enough; inconclusive = no clear call, values can overlap the other calls; inactive = below about 31%; also: some results filed as inactive read as strong as hits
MC4R barr agon – human MC4R agonism via beta-arrestin; actives 0.98% (n = 360,000); P32245; U2OS MC4R beta-arrestin complementation, luminescence; percent of melanotan II response, DMSO zero; activation, % at 8.9 µM;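 active = activation above a per-plate cutoff, the mean activation of sample wells on that plate plus 3 SD, cut at about 8% in these data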
Target sequence (P32245 whole entry, looked up): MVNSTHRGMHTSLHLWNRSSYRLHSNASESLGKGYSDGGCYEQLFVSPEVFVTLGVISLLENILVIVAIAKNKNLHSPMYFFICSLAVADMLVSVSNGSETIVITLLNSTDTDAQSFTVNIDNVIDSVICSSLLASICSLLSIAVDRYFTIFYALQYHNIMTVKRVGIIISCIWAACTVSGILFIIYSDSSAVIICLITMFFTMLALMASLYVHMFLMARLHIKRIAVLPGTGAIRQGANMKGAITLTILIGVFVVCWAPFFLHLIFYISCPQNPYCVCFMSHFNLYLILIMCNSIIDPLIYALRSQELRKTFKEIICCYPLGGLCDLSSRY
MC4R antag cAMP – blocks human MC4R cAMP signaling; AID 540295; inhibition, % at 6.5 µM; actives 0.48% (n = 360,000); MC4R-expressing cells, MTII-stimulated cAMP, LANCE TR-FRET; P32245;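 active = inhibition above its plate's cutoff, the mean of tested wells on that plate plus 3 SD, cut at about 29% in these data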;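 also: 0% = Melanotan II alone and 100% = Melanotan II plus saturating MCL0020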
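System – human MC4R-expressing U2OS cells · Also added – Melanotan II · Dosing – one concentration, 6.5 µM nominal · Timing – 30-min compound, 1-h challenge, 1-h detection, room temperature · Measured by – Eu-cAMP/anti-cAMP TR-FRET, emission 671 nm · Replicates – singlicate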
N-glyco inh – blocks N-linked glycosylation in D54 reporter cells; actives 0.23% (n = 360,000); reporter increase, % at 12.5 µM; D54 ERlucT glycosylation luciferase reporter, 24 h; percent of 100 nM tunicamycin response; AID 588692;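 active = mean luciferase reporter signal, scaled so untreated is 0 and the glycosylation-blocking control 100, at or above a set limit in every replicate; inconclusive = mean reaches the limit but not every replicate does; inactive = mean below the limit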;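 also: luciferase carries N-glycosylation sites so blocking glycosylation raises the light; 0% = median of neutral control wells and 100% = median of 100 nM tunicamycin wells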
ABCB6 inh 2 – inhibitors of human ABC transporter ABCB6 | K562-ABCB6 porphyrin accumulation, flow cytometry, 1 h; active compounds read low | fluorescence ratio to DMSO, % at 10 µM | actives 0.19% (n = 360,000);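 active = fluorescence ratio to DMSO below 75%, the collection mean minus 3 SD; inconclusive = too few cells collected in the well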;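 also: signal is porphyrin accumulated inside mitochondria; 100% equals median channel fluorescence of DMSO control wells; lower ratio means ABCB6 inhibition with less porphyrin fluorescence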
TLR9-MyD88 inh – inhibitors of human TLR9-MyD88 binding | Q9NR96+Q99836 | CHO BLA complementation TLR9-MyD88, CCF4 FRET ratio | inhibition, % at 4.98 µM | actives 0.21% (n = 340,000);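 active = inhibition above the mean over all tested compounds plus 3 SD, cut at about 21% in these data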;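 also: 0% = DMSO only wells and 100% = clavulanate BLA inhibitor control wells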
Starred values were filed as active, the others as inactive; ? = inconclusive; · = no result given.

SMILES	aDG glyco act	Granule exo inh	ABHD5 PLIN5 PPI	NOD2-RIPK2 inh	Vif inh	MC4R barr agon	MC4R antag cAMP	N-glyco inh	ABCB6 inh 2	TLR9-MyD88 inh
COCCn1c(N)c(N(Cc2ccccc2)C(=O)CSCC(=O)Nc2ccc(OC)cc2)c(=O)[nH]c1=O	-0.2	16	-10	5	10	-4.6	8	0	103	-5
Cc1ccc(-c2c(C(=O)N/N=C/c3ccco3)nnn2-c2nonc2N)cc1	0.2	-3	1	-4	20	-3.7	1	0	100	4
CC(OC(=O)C1=COCCO1)C(=O)c1ccc(Br)cc1 (configuration not stated)	-0.2	9	2	-16	2	-2.1	3	0	97	3
CCC(C)(C(=O)NC1CCCC1)N(C(=O)c1cnccn1)c1ccccc1 (configuration not stated)	0.0	-6	1	-8	1	0.1	1	1	94	1
CCOC(=O)[C@@H]1[C@H]2COc3ccc(Br)cc3[C@@H]2N2C(=O)N(c3ccc(Cl)cc3)C(=O)[C@@]12C	-0.1	14	-4	-6	-10	-2.5	3	0	99	8
OC[C@@H](O)C(O)[C@@H](O)CO (some centres not stated)	-0.1	0	1	-7	-2	1.2	5	3	96	·
CCCCNC(=O)C1CCN(S(=O)(=O)N2CCOCC2)CC1	0.6	-3	4	-12	4	-1.5	3	2	97	-15
COc1ccc(-c2csc(/C=C/c3ccc4c(c3)OCO4)n2)cc1OC	-0.4	-8	1	-20	-6	6.2	-1	1	100	-2
COc1ccc(C2C(=O)c3ccccc3C2=O)cc1OC	-0.2	-2	5	1	-2	-0.7	-5	-2	95	-1
COc1ccc(CCC2CCNCC2)cc1	0.0	3	3	-3	12	-0.1	11	0	99	-2
COc1ccc(NC(=O)C(=O)NCCO)cc1Cl	-0.3	-4	6	8	-3	6.3	1	-1	105	-4
CN(C(=O)CCS(=O)(=O)c1cc2c(cc1Cl)NC(=O)CO2)C1CCCCC1	-0.1	0	-4	-6	·	1.6	-4	0	95	-8
COc1cc(SC)ccc1C(=O)Nc1cccc(S(=O)(=O)NC2=NCCCCC2)c1	0.4	-2	1	-4	2	-3.6	-2	-2	81	-2
c1ccc(-c2cn(C[C@H]3CC[C@@H]([C@@H]4CC[C@H](Cn5cc(-c6ccccc6)nn5)O4)O3)nn2)cc1	0.7	-7	3	-1	-2	-1.5	11	3	97	-6
CC(=O)N(CCc1ccccc1)Cc1cc2ccc(C)c(C)c2[nH]c1=O	0.0	1	1	-1	-5	0.1	18	1	102	-9
O=C(Cc1ccc([N+](=O)[O-])cc1)NCc1ccncc1	0.0	0	2	-6	0	-0.7	19	1	99	2
CC(C#Cc1ccc2c(c1)COc1c3ccccc3nn1-2)OC(C)(C)C (configuration not stated)	-0.3	1	-24	-1	·	-1.1	9	-3	98	-1
O=C(NCc1cccs1)C1CC(O)CN1C(=O)Nc1ccccc1 (configuration not stated)	-0.1	-5	8	0	-3	0.6	-2	3	94	10
COc1ccc(OC)c(N=CC2=C(O)CC(C)(C)CC2=O)c1	0.3	-2	8	-3	2	0.9	-7	2	95	-1
CCN(C(=O)COC(=O)C1CCN(S(=O)(=O)c2ccc3c(c2)OCCO3)CC1)C1CCCCC1	0.0	1	-5	-2	-14	-1.9	5	2	102	0
Cc1ccc(CNC(=O)C(CCC(N)=O)NC(=O)OCc2ccccc2)cc1 (configuration not stated)	-0.1	17	-6	3	·	-1.1	3	1	101	12
O=C(C1=C(O)C(=O)N(CCN2CCOCC2)C1c1cccc(O)c1)c1cc2ccccc2o1 (configuration not stated)	-0.2	1	-2	-4	3	-2.4	10	4	101	-5
CCCN(CCO)Cc1ccc(F)c(Br)c1	0.0	-1	2	-4	-2	1.4	0	-1	94	-3
CC1Sc2ccc(C(=O)NCc3ccccc3Cl)cc2NC1=O (configuration not stated)	-0.1	4	18	-4	0	-2.6	7	0	97	-2
CC(=O)Nc1nc(CCN2C(=O)c3ccccc3C2=O)cs1	-0.1	1	-8	-16	7	-1.8	-2	1	97	3

The list goes on:
SMILES	aDG glyco act	Granule exo inh	ABHD5 PLIN5 PPI	NOD2-RIPK2 inh	Vif inh	MC4R barr agon	MC4R antag cAMP	N-glyco inh	ABCB6 inh 2	TLR9-MyD88 inh
O=C1CC(c2ccc3ccccc3c2)NN1 (configuration not stated)	-0.1	-1	11	-11	-4	-0.2	0	2	96	-5
CC1CC(C)CN(C(=O)CCNC(=O)c2ccccc2Cl)C1 (configuration not stated)	-0.5	-22	1	-2	4	-2.7	3	-3	93	4
O=C(c1ccc(S(=O)(=O)c2ccccc2Cl)c([N+](=O)[O-])c1)N1CCN(Cc2ccccc2)CC1	0.9	0	3	-1	-20	-1.4	6	-14	94	-6
O=[N+]([O-])c1ccccc1S(=O)(=O)N1CCCc2ccccc21	0.2	-4	-2	7	15	-0.3	26	-2	103	-10
CCCCC(=O)Nc1nc(-c2ccc(S(=O)(=O)N3CCOCC3)cc2)cs1	0.3	-5	-1	0	-5	-1.6	9	-6	95	1
CC(CNC(=O)CCn1ccc2cc(S(=O)(=O)N3CCCC3)ccc21)c1ccccc1 (configuration not stated)	-0.4	-6	9	-11	0	-1.0	12	-1	98	-15
CC(=O)N(C)Cc1ccc(C(=O)CCl)cc1	0.1	6	1	3	4	-0.1	14	2	96	-4
O=C(O)CCN1C(=O)NC2(CCCC2)C1=O	-0.3	-2	-1	2	?	-3.0	4	0	97	0
COc1ccc(Cl)cc1NS(=O)(=O)c1cccc(C(=O)NCC(c2ccco2)N2CCCC2)c1 (configuration not stated)	1.1	4	8	-7	-6	-1.5	5	1	89	6
CN(C)c1ccc(-c2[nH][nH]c(=O)c2NC(=O)c2ccccn2)cc1	0.0	0	60*	5	-5	·	·	7	101	·
Cc1ccc(S(=O)(=O)C2(C(=O)NCc3ccccc3Cl)CC2)cc1	0.1	-1	-7	-12	-1	-0.7	-9	-1	100	8
COc1ccc(C(CNC(=O)c2ccc(C)c(S(=O)(=O)Nc3ccccc3OC)c2)N2CCCC2)cc1 (configuration not stated)	0.1	-6	1	-9	-2	-2.3	12	0	107	-8
O=C(NNC(=O)c1cccc2ccccc12)c1ccc(F)cc1	0.3	1	-12	-1	-6	0.0	-1	0	101	-6
O=C(NCc1ccc2c(c1)OCO2)C(=O)NC1CCCCC1	0.0	-1	0	-15	·	-0.1	15	2	92	-3
CN(C(=O)CSc1nnc(-c2ccccc2)o1)c1c(N)n(Cc2ccccc2)c(=O)[nH]c1=O	-0.3	-1	-1	2	-11	-2.4	15	2	85	-7
COC(=O)c1c(NC(=O)/C=C/C(=O)O)sc(Cc2ccccc2)c1C	-0.3	4	10	-1	-7	-2.1	23	-3	76	-2
CCOc1ccccc1Nc1cc2n(c(=O)n1)CCc1cc(OC)c(OC)cc1-2	-0.2	-13	0	-11	-11	-1.6	-47	3	92	-9
Cc1n[nH]c(=O)c2c(NC(=O)CSc3nncs3)oc(C)c12	0.0	-2	4	-24	-3	-1.6	5	-1	99	0
Cc1csc(SCC(=O)Nc2ccc3c(c2)OCCO3)n1	0.0	1	-5	0	11	2.5	6	2	104	4
COc1ccc(-c2nnn(CC(=O)N(CC(=O)NC3CCCC3)c3ccccc3)n2)cc1OC	-0.2	-2	-3	-8	-2	-1.4	1	-1	99	5
c1ccc(COC(CN2CCCCCC2)CN2CCCCCC2)cc1	-0.2	6	-3	2	0	0.7	-6	-1	98	5
CCC(=O)NC(c1ccco1)c1cc(Br)c2cccnc2c1O (configuration not stated)	2.6	6	3	5	6	0.1	10	1	94	·
N=C1C(c2nc3ccccc3s2)=C(O)CN1NC(=O)c1c[nH]c2ccccc12	0.2	21	7	15	-3	7.4	2	3	104	13
CC(=O)c1c(C)n([O-])c2ccc(C)cc2[n+]1=O	0.2	-4	-1	1	-4	-0.6	10	0	99	-1
Cc1cccc(NC(=S)NNC(=O)c2csc(C)c2)c1	0.0	5	-3	-5	-3	-0.6	3	2	96	-1

Next section:
SMILES	aDG glyco act	Granule exo inh	ABHD5 PLIN5 PPI	NOD2-RIPK2 inh	Vif inh	MC4R barr agon	MC4R antag cAMP	N-glyco inh	ABCB6 inh 2	TLR9-MyD88 inh
COc1cc(/C=C2\SC(=O)N(Cc3ccc(F)cc3)C2=O)cc([N+](=O)[O-])c1O	0.4	0	-1	7	3	-0.3	11	-1	98	-9
COc1ccc(-n2c(SCC(=O)Nc3ccc(C(N)=O)cc3)nc3ccccc3c2=O)cc1OC	0.1	2	4	-1	6	-0.8	10	0	93	3
COc1cccc(NC(=O)CCc2nnc3ccc(N4CCN(c5cccc(OC)c5)CC4)nn23)c1	0.0	14	10	-5	-4	-3.6	11	1	102	-9
COc1cc(OC)c2c(c1C(CCN1CCOCC1)c1ccc(N(C)C)cc1)OC(=O)CC2c1ccc(N(C)C)cc1 (configuration not stated)	-0.5	-12	4	9	-4	-0.8	6	-2	98	-6
CSc1ccccc1NC(=O)CN1c2ccccc2CC1C (configuration not stated)	0.0	3	-2	-5	-1	0.7	12	-3	92	-1
Cc1ccccc1CC(=O)Nc1cc(C(C)(C)C)on1	0.0	-6	-1	2	-15	0.0	1	-2	96	-4
CC(C)C1COS(=O)(=O)NC1CC(=O)SC(C)(C)C (configuration not stated)	-0.1	-2	-1	-8	7	0.7	2	-2	101	-7
O=C(CCC(=O)c1cccs1)OCc1nnc(-c2ccccc2)o1	-0.1	3	-3	-16	-16	-2.0	4	0	139	6
CCc1ccc(C(=O)NNC(=O)CCN2CCN(Cc3ccccc3)CC2)cc1	0.1	-3	-3	-3	-2	-2.0	4	1	97	-2
CCCCn1c(N)c(N(CCC(C)C)C(=O)C2CC(=O)N(c3ccc(OC)cc3OC)C2)c(=O)[nH]c1=O (configuration not stated)	0.1	-5	-1	-14	7	-0.3	9	-1	99	-1
CCC1(c2ccccc2)NC(=S)N(c2cccc(C)c2C)N1 (configuration not stated)	0.4	0	-4	-7	-3	-3.3	3	1	100	-6
CC(C)CCn1c(SCCN2CCOCC2)nc2c1c(=O)[nH]c(=O)n2C	-0.2	1	-3	4	0	-2.0	5	2	92	4
COc1ccc2c3c(n(C(=O)OC(C)(C)C)c2c1)C1CC=C(COC(C)=O)CN1CC3 (configuration not stated)	-0.2	4	-8	-6	·	·	·	·	·	·
CSc1ccccc1NC(=O)CSCc1nc2sc(C)c(C)c2c(=O)[nH]1	0.1	-2	-7	13	-7	-0.4	0	4	105	5
Cc1cccc(N2CCN(C(=O)Cn3cnc4c3c(=O)n(C)c(=O)n4C)CC2)c1C	0.4	-4	6	-3	23	0.6	1	1	94	-6
COc1ccc(-c2cc(C(F)(F)F)n3nc(C(=O)NCCCn4ccnc4)cc3n2)cc1	0.6	-2	1	5	5	0.2	-5	-3	97	0

Part of the list above, with values ahead of the structure.
aDG glyco act	Granule exo inh	ABHD5 PLIN5 PPI	NOD2-RIPK2 inh	Vif inh	MC4R barr agon	MC4R antag cAMP	N-glyco inh	ABCB6 inh 2	TLR9-MyD88 inh	SMILES
0.4	-4	6	-3	23	0.6	1	1	94	-6	Cc1cccc(N2CCN(C(=O)Cn3cnc4c3c(=O)n(C)c(=O)n4C)CC2)c1C
0.6	-2	1	5	5	0.2	-5	-3	97	0	COc1ccc(-c2cc(C(F)(F)F)n3nc(C(=O)NCCCn4ccnc4)cc3n2)cc1

High-throughput results as filed in PubChem BioAssay.

The list is partial; the hit share may differ from the screen's.
